Screens: PubChem BioAssay, National Center for Advancing Translational Sciences (NCATS)
aSyn yeast rescue: rescues yeast growth from alpha-synuclein toxicity; S. cerevisiae alpha-synuclein toxicity rescue, BacTiter-Glo growth, 24 h; Potency, µM (doses to about 46.1 µM), inactives show top-dose growth rescue (activation), hits mostly activators; 94,000 tested, 0.02% active; AID 1347070; active = well fitted activation curve with a large enough effect; note: 0% is about no effect
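Growth restoration measured by BacTiter-Glo luminescence after 24 hr at 30 deg C; alpha-synuclein yeast, raffinose-pregrown to mid-log, were added at OD600=0.02 in galactose medium onto pinned compounds.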
* = called active by the depositor; [ ] = remark or other dose. Potency is the fitted concentration of half-maximal effect. A portion of the library (hit frequency here may not be typical).

cpd | mol | aSyn yeast rescue
1 | CCOC(=O)c1cc(-c2ccc(C)cc2)n(CC(=O)NC2CCCCCC2)c1C | -4.3%
2 | Cc1cc(C)c(NC(=O)CSc2ccnc(=O)[nH]2)c(C)c1 | -5.0%
3 | COc1ccc(Br)cc1C(=O)N/N=C/c1ccc([N+](=O)[O-])cc1 | -4.9%
4 | CCCOP(=O)(c1ccc(N(C)C)cc1)C(O)c1ccc(Cl)cc1Cl (stereo unspecified) | -1.1%
5 | CCOc1ccc(OCCC(=O)OCC(=O)NNC(=O)c2ccccc2)cc1 | 8.1%
6 | Cc1ccc(NC(=O)c2oc3ccccc3c2NC(=O)C2CCCCC2)cc1 | -6.5%
7 | Cc1cn([C@H]2C[C@H](O)[C@@H](CCC(=O)NCc3ccc(N(C)C)cc3)O2)c(=O)[nH]c1=O | -3.8%
8 | CCN(CC)S(=O)(=O)c1ccc2c(c1)c(=O)c(C(=O)N1CCN(c3ccccc3OC)CC1)cn2C | -5.6%
9 | COc1ccc(C(=O)Nc2ccccc2C(=O)N2CCCCCC2)cc1 | 4.6%
10 | Cc1ccc(C(C)C)c(OCc2ccc(C(=O)N/N=C/c3ccc(C(=O)O)cc3)cc2)c1 | 1.4%
11 | CC(=O)/C(N=Nc1cc2c(cc1[N+](=O)[O-])OCCO2)=C(\C)O | -1.6%
12 | CCOC(=O)c1c(C)oc2nc(C)nc(NCCc3ccc(SC)cc3)c12 | 1.8%
13 | O=C(O)CC(NC(=O)C(F)(F)F)c1ccc2c(c1)OCO2 (stereo unspecified) | -0.7%
14 | CS(=O)(=O)Nc1ccc2c(c1)[C@H]1C[C@H](CC(=O)NCc3ccccc3)O[C@H](CO)[C@H]1O2 | -2.9%
15 | NS(=O)(=O)c1ccc(N/N=C/c2ccccc2Br)cc1 | 0.5%
16 | CCc1ccc(NC(=O)COc2cccc(-n3cnnn3)c2)cc1 | -0.3%
17 | CCOCCCn1c(=N)c(C(=O)NC(C)c2ccccc2)cc2c(=O)n3cccc(C)c3nc21 (stereo unspecified) | -13.8%
18 | O=C(CSCC(=O)N1CCN(c2ccccc2)CC1)Nc1nc(-c2ccc(Cl)s2)cs1 | 2.3%
19 | COC(=O)c1cc2oc3ccccc3c2n1Cc1nc(-c2ccccc2C)oc1C | -11.8%
20 | O=C(Cn1c(=O)ccc2cc(S(=O)(=O)N3CCCC3)ccc21)Nc1ccc(Cl)cc1 | 6.7%
21 | CCCCOC(=O)c1ccc(NC(=O)/C(C#N)=C/c2ccc(-c3ccccc3)o2)cc1 | -1.1%
22 | Nc1nc(=S)c2ncn(C3CCCC3)c2[nH]1 | -0.9%
23 | COc1ccc(N=Cc2ccc(-c3ccccc3)o2)cc1 | -6.1%
24 | Cc1ccccc1C(=O)Nc1cccc(-c2cn3cccnc3n2)c1 | -0.9%
25 | COc1ccc(/C=C2\SC(=O)N(CCNC(=O)C3CC4C=CC3C4)C2=O)cc1 (stereo unspecified) | 16.4%
26 | O=C(CSc1nncn1-c1ccccc1)N1CCCC1 | -8.9%
27 | Cc1ccccc1-c1noc(-c2ccc(NC3CCCC3)c([N+](=O)[O-])c2)n1 | -4.6%
28 | O=C(/C=C/c1ccc(Cl)c([N+](=O)[O-])c1)c1ccc(O)cc1 | -3.3%
29 | COCCN(C(=O)COC(=O)CCSc1ccc(F)cc1)c1c(N)n(Cc2ccccc2)c(=O)[nH]c1=O | 9.4%
30 | COc1cccc2sc(N(Cc3cccnc3)C(=O)COc3ccccc3)nc12 | 0.7%
31 | CC(=O)NCC1(O)CCCC(C)C1 (stereo unspecified) | -42.8%[inhibitor]
32 | CC1CCCC(C)N1CCCNC(=O)c1cc2c(=O)n(C)c3ccccc3c2n1C (stereo unspecified) | -6.3%
33 | Cc1cccc(C(=O)N2CCc3cc(CNS(=O)(=O)c4ccc(Cl)s4)ccc32)c1 | -2.6%
34 | COc1ccccc1NC(=O)C(C)Sc1nc2ccccc2c(=O)n1CC1CCCO1 (stereo unspecified) | -4.0%
35 | CCc1nnc(NC(=O)CSc2nnc3nc(C)cc(C)n23)s1 | 5.1%
36 | O=C(NCC(c1ccco1)N1CCCC1)c1ccc(S(=O)(=O)Nc2ccccc2F)cc1 (stereo unspecified) | 8.4%
37 | Cc1ccc(SCCNC(=O)CN(c2ccccc2)S(=O)(=O)N(C)C)cc1 | 5.2%
38 | Cc1cc(Cl)ccc1OC(C)C(=O)NN=C1CCCCCC1 (stereo unspecified) | -12.1%
39 | Cc1c(N=O)c(-c2ccccc2)n(O)[n+]1[O-] | -1.5%
40 | O=C(NCCCc1nc2ccccc2n1Cc1ccc(F)cc1)C1CCCCC1 | -14.1%
41 | CCOc1ccc(N2CC(C(=O)Nc3cccc(S(=O)(=O)N4CCCC4)c3)CC2=O)cc1 (stereo unspecified) | -3.4%
42 | COc1cc(NC(=O)CCN2CCN(CCO)CC2)cc(OC)c1 | -6.8%
43 | CCCCCN(C(=O)CCC(=O)OCc1cc(C(C)=O)ccc1OC)c1c(N)n(CCCC)c(=O)[nH]c1=O | 4.4%
44 | O=C(Nc1cccc(-c2ccc(N3CCOCC3)nn2)c1)c1ccccc1 | -8.3%
45 | O=C(CN(Cc1ccco1)C(=O)CNS(=O)(=O)c1ccc(Cl)cc1)NCC1CCCO1 (stereo unspecified) | 0.7%
46 | O=C(Cc1csc2nc(-c3ccc(F)cc3)cn12)NCc1ccccc1 | -2.9%
47 | O=C(CCS(=O)(=O)c1cc2c(cc1Cl)NC(=O)CO2)NCc1ccc(Cl)cc1 | -4.1%
48 | COC(=O)CNC(=O)C1Cc2ccccc2CN1S(=O)(=O)c1cccs1 (stereo unspecified) | 1.5%
49 | CCN(CC)S(=O)(=O)c1ccc2nc(NC(=O)c3ccc(Br)o3)sc2c1 | -15.5%
50 | Cc1ccc(C)c(CSc2cn(CCNC(=O)c3cccs3)c3ccccc23)c1 | -12.7%
51 | CC(C)C1N=C2c3ccccc3N=C(SCC(=O)NCc3ccc(F)cc3)N2C1=O (stereo unspecified) | 2.7%
52 | O=C(COc1ccc(Cl)cc1)OCc1cc(=O)n2nc(C3CC3)sc2n1 | 2.1%
53 | Cc1ccc2nc(NCCc3ccc(Cl)cc3)c3nncn3c2c1 | -11.5%
54 | O=S(=O)(c1ccc(Cl)cc1)c1nnn2c1nc(N1CCCCC1)c1sccc12 | -13.4%
55 | O=C(CCC1N=C2c3ccccc3N=C(SCc3cccc(Cl)c3)N2C1=O)NCc1cccs1 (stereo unspecified) | -0.1%
56 | Cc1ccccc1NC(=O)c1c(Cl)nc(C)c(Cl)c1C | -1.5%
57 | COc1cccc(NC(=O)NCc2ccccc2Cl)c1 | -4.7%
58 | Cc1ccc2nc(C(Cl)(Cl)Cl)nc(N/N=C/c3ccncc3)c2c1 | 2.0%
59 | CCOC(=O)c1ccc(NC(=O)c2cccc3c2C(=O)N(CC2CCCO2)C3)cc1 (stereo unspecified) | 9.2%
60 | O=C1CS(=O)(=O)C2(C(=O)Nc3ccccc32)N1c1cccc(Cl)c1 (stereo unspecified) | 4.5%

Carrying on.
entry	Molecule	aSyn yeast rescue
61	CCOC(=O)c1ccccc1NC(=O)CN(c1cccc(C)c1C)S(=O)(=O)c1ccccc1	2.0%
62	CCCn1c(N)c(N(CCOC)C(=O)c2cc(Cl)nc3ccccc23)c(=O)[nH]c1=O	10.4%
63	COc1ccc(S(=O)(=O)Nc2ccccc2C(=O)NCc2cccnc2)cc1C	4.9%
64	COc1cccc(NC(=O)c2c(N3CCCC3=O)c3cc(C)ccc3n2C)c1	-23.0%
65	COc1cccc(NS(=O)(=O)c2ccc(-c3cc(C)no3)s2)c1	-4.0%
66	NCC(=O)Nc1ccc(Cl)cc1C(=O)c1ccc[nH]1	3.9%
67	COc1ccc(OC)c(-n2cnc3cc(C(=O)NC4CCCC4)ccc32)c1	-9.3%
68	Cc1ccc(C(=O)O/N=C(\N)Cc2cccc3ccccc23)cc1	-50.2%[inhibitor]
69	NC(=S)NN=Cc1cc(-c2cccc(N)c2)ccn1	-4.6%
70	COc1ccc(CCNC(=O)C2CCN(Cc3nc(-c4ccc(OC)c(OC)c4)oc3C)CC2)cc1OC	-1.1%
71	COc1ccc(N2Cc3cccc(C(=O)O)c3C2=O)cc1	9.6%
72	O=C(Cn1ccn(-c2ccc(F)cc2)c(=O)c1=O)Nc1ccccc1C(F)(F)F	2.8%
73	Cc1ccc(OCC(=O)N(c2ccc(C)cc2)S(=O)(=O)c2ccc(Cl)cc2)cc1	-15.4%
74	O=C(O)c1ccc2nc(-c3cc4cc(Cl)ccc4oc3=O)[nH]c2c1	-8.5%
75	CCS(=O)(=O)c1ncc(Cl)c(C(=O)N2CCN(c3ccc(OC)cc3)CC2)n1	5.2%
76	Cc1cccc(OCC(=O)NNS(=O)(=O)c2ccccc2F)c1	2.6%
77	CC(C)c1ccc(S(=O)(=O)N2CCC(N3CCN(Cc4ccccc4)C(=O)C3=O)CC2)cc1	4.6%
78	CCN(c1ccccc1)S(=O)(=O)c1nnc(NC(=O)C(C)C)s1	-42.8%[inhibitor]
79	O=C(NNC(=O)c1ccccc1O)c1ccc(Cl)c(S(=O)(=O)N2CCc3ccccc32)c1	-19.1%
80	Cc1ccc(CNC(=O)Cn2c(=O)ccc3cc(S(=O)(=O)N4CCC(C)CC4)ccc32)cc1	-4.6%
81	Cc1cc(C)c(C(=O)OCC(=O)NCc2cccs2)c(C)c1	11.4%
82	COc1ccc(CCNC(=O)CSc2cn(CCNC(=O)c3ccc(OC)c(OC)c3)c3ccccc23)cc1OC	5.7%
83	Cc1c(Cl)cccc1NC(=O)Cn1nnc2sc3c(c2c1=O)CCCC3	-5.6%
84	O=[N+]([O-])c1cc2oc3c(c2c(C=NCc2ccccc2)c1O)CCCC3	-75.1%[inhibitor]
85	CCOC(=O)N1CCN(C(=O)C2CCN(C(=O)c3cc4sccc4n3CC)CC2)CC1	-1.1%
86	COc1cc2c(=O)c(C(=O)c3ccc(C)c(C)c3)cn(Cc3ccc(F)cc3)c2cc1OC	1.4%
87	CCc1nc2ccccc2c(C(=O)OC2CCCCC2=O)c1C (stereo unspecified)	-0.4%
88	CC1=C(c2ccccc2)C(=S)NC(C)(C)C1	0.5%
89	COc1ccc(C)cc1NC(=O)Nc1cc(C(=O)NCc2ccc(C)cc2)ccc1N1CCCC1	-3.7%
90	CCOc1ccc(Nc2nc(C)c(NC(=O)c3cccc(OC)c3)c(Nc3ccc(OCC)cc3)n2)cc1	-8.0%
91	CCOc1ccccc1CNC(=O)c1ccc2nc(Cc3ccc(OC)cc3)oc2c1	-1.3%
92	CCC/C=C/c1ccc(CN2C(CC(C)C)C(=O)N(Cc3cn(CC4CCCCC4)nn3)CCS2(=O)=O)cc1 (stereo unspecified)	-7.1%
93	O=C(CSc1nnnn1-c1ccccc1)Nc1ccc(N2CCOCC2)cc1	5.1%
94	COc1ccc(NC(=O)c2cc(S(=O)(=O)N3CCCCCC3)cn2C)cc1Cl	3.7%
95	CCCCCC(=O)N1C[C@H](O)[C@@H](n2cc(-c3ccc(F)cc3)nn2)C[C@@H]1c1ccc(Cl)cc1	4.0%
96	CCc1ccccc1NC(=O)C(=O)NCCc1sc(-c2cccc(F)c2)nc1C	5.9%
97	Cc1ccc(NC(=O)C(c2ccccc2)N2Cc3ccccc3C2=O)cc1Cl (stereo unspecified)	5.3%
98	CCn1c(=N)c(C(=O)NCc2ccccc2)cc2c(=O)n3cccc(C)c3nc21	8.4%
99	CCOc1nc(NC(=O)NS(=O)(=O)Oc2cccc(F)c2)nc(-c2ccccc2)n1	3.1%
100	COc1ccc(NC(=O)C2CCN(c3nc(-c4ccc(OC)cc4)no3)CC2)cc1	7.3%
101	Cc1cccc(N(C(=O)c2nsc(Cl)c2Cl)C(C(=O)NC2CCCC2)c2ccc(O)cc2)c1 (stereo unspecified)	10.9%
102	O=C(NNS(=O)(=O)c1ccc(F)cc1)c1sccc1-n1cccc1	1.1%
103	COc1ccc(Cl)cc1NC(=O)Cn1c2ncccc2c(=O)n1-c1ccc(C)c(C)c1	-2.2%
104	COC(=O)c1cccc(NC(=O)c2ccc(S(=O)(=O)N(C)c3ccccc3OC)cc2)c1	6.9%
105	CC1CCN(c2c(NCC3CCC(C(=O)NCCc4ccc(Cl)cc4)CC3)c(=O)c2=O)CC1 (stereo unspecified)	-8.2%
106	COc1ccc(-c2[nH]c(-c3ccccc3)nc2SCC(=O)NCc2ccco2)cc1OC	1.0%
107	COc1ccc(S(=O)(=O)N2c3ccccc3OCC2C)cc1 (stereo unspecified)	14.9%
108	Cc1ccc(S(=O)(=O)N2C[C@@H](C)[C@]3(C2)[C@H](O)[C@H](OC(=O)NC2CCCC2)C[C@H]2C(=O)N(c4ccccc4)C(=O)[C@H]23)cc1	-0.8%
109	CN(C)c1ccc(CNC(=O)C2COc3ccccc3C2)cc1 (stereo unspecified)	-1.4%
110	CC(=O)N1CC2(c3ccccc3)CN(C(C)=O)CC(c3ccccc3)(C1)C2=O	15.0%
